NR2E3 ag-1: activates human NR2E3 receptor | AID 602229 | Q9Y5X4 | CHO-S Gal4-NCOR/VP16-NR2E3 two-hybrid, luciferase | inhibition of corepressor binding, % at 3.98 µM | actives 0.35% (n = 360,000);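 active = inhibition above the mean of all tested compounds plus 3 SD, cut at about 70% in these data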;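 also: 0% = DMSO with NR2E3 transfected cells and 100% = cells lacking NR2E3 construct; higher means lower luciferase signal from less NR2E3 corepressor binding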
Target sequence (Q9Y5X4 whole entry, looked up, the tested form may be a part): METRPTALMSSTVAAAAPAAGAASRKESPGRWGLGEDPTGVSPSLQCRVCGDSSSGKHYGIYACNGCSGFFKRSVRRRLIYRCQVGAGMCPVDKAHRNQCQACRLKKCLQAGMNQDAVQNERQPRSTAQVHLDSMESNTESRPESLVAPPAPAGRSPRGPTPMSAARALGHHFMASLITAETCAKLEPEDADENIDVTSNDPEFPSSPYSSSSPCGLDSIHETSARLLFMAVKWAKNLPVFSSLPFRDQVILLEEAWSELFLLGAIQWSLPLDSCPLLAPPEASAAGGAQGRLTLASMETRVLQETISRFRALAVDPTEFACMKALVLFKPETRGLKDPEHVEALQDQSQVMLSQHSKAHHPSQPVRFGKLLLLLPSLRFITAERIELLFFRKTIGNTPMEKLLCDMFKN
CF NFkB block: inhibitors of cystic fibrosis induced NF-kB. KKLEB NF-kB-GFP reporter, PAF-induced, GFP fluorescence overnight. inhibition, % at 5 µM. actives 0.86% (n = 360,000). AID 588850;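 active = at least 50% inhibition at 5 µM, scaled per plate between neutral and stimulator controls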;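 also: PAF is a Pseudomonas aeruginosa culture filtrate used as stimulus; plate controls were PAF-stimulated DMSO wells for no effect and unstimulated DMSO wells for full effect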
Shn3 3UTR inh: Schnurri-3 reporter inhibition in Clone20 osteoblasts | Clone20 osteoblast Shn3 3'UTR firefly luciferase, 24 h | inhibition, % at 12.5 µM | actives 0.52% (n = 360,000);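 active = mean inhibition of at least 75% with every replicate also reaching 75%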;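 also: 0% = median of neutral control wells and 100% = pilot-screen positive control compound; some compounds past the cut are filed as inactive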
HIF-2a block: HIF-2a inhibition | 786-0 RCC cells HIF-2a reporter, luciferase luminescence, overnight | inhibition, % at 18.8 µM | actives 0.72% (n = 360,000) | AID 624352;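 active = inhibition of the luminescence signal of 40% or more relative to plate controls, in a single-dose primary screen at 18.75 µM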
NR2E3 ag-2: activates human photoreceptor nuclear receptor NR2E3 | AID 2300 | inhibition of corepressor binding, % at 4.78 µM | actives 0.12% (n = 320,000) | GST-NR2E3/biotin-RetCOR TR-FRET, 1536-well | Q9Y5X4;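 active = percent inhibition above the cutoff of mean plus 3 SD of all tested compounds, set per screening campaign, cut at about 20% in these data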;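 also: 0% = DMSO wells and 100% = biotin wells as full block of FRET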
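system = GST-tagged NR2E3 plus biotinylated RetCOR corepressor | input = 1.35 nM GST-NR2E3 | also added = 7 nM biotin-RetCOR | schedule = 5 h incubation at 4 °C | measured by = TR-FRET with europium anti-GST and streptavidin-D2, 340 nm excitation | read-out = percent loss of FRET ratio relative to control wells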
MITF TRPM1 inh: reduces MITF-dependent TRPM1 promoter luciferase signal. SK-MEL-5 TRPM1 promoter luciferase, 24 h. inhibition, % at 12.5 µM. actives 0.83% (n = 330,000);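 active = mean inhibition across replicates of 60% or more, whatever share of single replicates reaches that level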; also: values of inactives mirror those of a sister screen read the other way
Peg3 promoter: inhibitors of Peg3 promoter; AID 588405; actives 1.7% (n = 360,000); HeLa PEG-Prom luciferase reporter, luminescence, overnight; inhibition, % at 20 µM;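 active = inhibition of at least 50% at 20 µM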
iPSC survival up: increases survival of single human iPS cells; actives 0.044% (n = 360,000); survival enhancement, % at 20 µM; hiPSC single-cell survival, ATPlite luminescence; 100% = ROCK inhibitor wells, 0% = DMSO; AID 602274; in the data active = survival enhancement above about 18%;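 also: cells exposed to compounds for 16 hours before the ATP read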
LMP1 NFkB inh: Epstein-Barr LMP1 NF-kappaB reporter inhibition; AID 504558; inhibition, % at 12.5 µM; actives 0.69% (n = 350,000); LMP1-induced NF-kappaB luciferase reporter cells, luminescence; in the data active = inhibition above about 41%;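 also: 0% = neutral control wells and 100% = reference inhibitor control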
KKLEB cytotox: CF airway cell cytotoxicity counter-screen. KKLEB CF airway cells viability, ATPlite luminescence, overnight; stronger effect = lower value; cells stimulated with P. aeruginosa culture filtrate. activity change (cytotoxicity), % at 5 µM. actives 0.36% (n = 360,000);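 active = corrected activity change at or below -50% at 5 µM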
C8 TRAIL sens: caspase-8 TRAIL sensitization; actives 1% (n = 360,000); inhibition (viability loss, TRAIL sensitization), % at 10 µM; NB7+C8 cells + TRAIL, ATPlite viability luminescence;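 active = compounds causing at least 50% loss of cell viability in the single-dose screen, relative to plate controls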
The depositor's hits bear a star; . = no result given. An excerpt, so the mix of outcomes need not match the whole.

Structure,NR2E3 ag-1,CF NFkB block,Shn3 3UTR inh,HIF-2a block,NR2E3 ag-2,MITF TRPM1 inh,Peg3 promoter,iPSC survival up,LMP1 NFkB inh,KKLEB cytotox,C8 TRAIL sens
CCn1c2ccccc2c2cc(/C=N/NC(=O)c3ccc(O)cc3)ccc21,-31,-2,-11,-45,1,-1,3,4.6,84*,-7,-6
Oc1cccc(Nc2nc(-c3ccccc3Cl)nc3ccccc23)c1,-22,16,11,30,-2,23,47,-0.7,9,-27,-8
CC1CCN(S(=O)(=O)N2CCCC(C(=O)NCc3ccccc3Cl)C2)CC1 (centres undefined),-19,6,6,1,-4,8,13,-0.6,-9,-5,5
Cc1cc(C)c2oc(=O)cc(CN3CCCCC3)c2c1,-14,-17,10,21,2,-5,20,2.2,8,-5,-10
CCOC(=O)C1=C(C)N(CCCC(=O)O)C(=O)NC1c1ccc([N+](=O)[O-])cc1 (centres undefined),-5,4,-13,9,4,2,10,-2.1,-15,-14,8
NC1CCN(c2c(F)cc3c(=O)c(C(=O)O)cn(C4CC4)c3c2Cl)C1 (centres undefined),2,6,.,15,4,-7,13,-0.8,-1,0,-14
CCC(C(=O)NC1CCCC1)N(C(=O)Cn1nnc(-c2ccc(C)o2)n1)c1cccc(OC)c1 (centres undefined),-6,14,8,9,2,3,18,-0.7,-3,4,3
CCOc1cc2[nH]c(=O)n(CCC(=O)NCCc3ccccc3)c(=O)c2cc1OCC,-7,4,-16,17,3,7,11,-1.4,-1,6,-8
CN1CCN(S(=O)(=O)c2ccc(NC(=S)NC(=O)C3CCCC3)cc2)CC1,11,-14,5,25,2,1,27,-0.4,1,7,-11
Cc1cccc(Nc2nc(N)nc(CN3CCN(C)CC3)n2)c1,-4,3,8,5,5,1,9,-1.7,0,-7,4
O=C1CCN(Cc2ccccc2)C=C1c1ccc2ccccc2c1,-94,3,-109,-296,.,-58,-260,1.6,-12,-6,5
COc1ccc(F)cc1-c1cc(C(=O)NCc2cc(C(F)(F)F)cc(C(F)(F)F)c2)[nH]n1,-32,-30,7,2,.,.,1,3.8,.,6,0
CCCn1c(SCC(=O)NC)nnc1C(C)C,-2,19,5,19,4,7,-5,-0.5,-3,5,-11
CCOc1nc(-c2ccccc2O)nc2ccccc12,-10,-30,12,2,2,21,13,2.2,1,4,22
C/C(=N/NC(=O)c1ccc(Cn2cccn2)o1)c1cccc(NC(=O)c2ccncc2)c1,-11,-54,2,6,.,-6,18,-0.4,8,12,1
Cc1nn2c(-c3ccc(F)cc3)ccnc2c1Cl,8,0,-1,-57,-1,-2,15,-0.6,11,-17,17
COc1ccc(CNC(=O)Cc2ccc(NC(=O)C3=C(C)OCCS3)cc2)cc1,-88,18,-49,-170,-1,-8,-206,-0.6,-8,-10,71*
CCCCCCSc1nnc(N)s1,16,8,8,-36,4,-13,-15,0.4,-9,2,1
O=C(CN(C1CCCCC1)S(=O)(=O)c1ccccc1)N1CCCC1,-21,6,16,8,4,3,0,-1.4,-3,1,8
COc1cc([C@@H]2c3cc4c(cc3[C@@H](O)[C@H]3COC(=O)[C@H]23)OCO4)cc(OC)c1O[Si](C)(C)C(C)(C)C,-40,24,5,3,-3,25,39,-2.7,6,5,16
CC(C)(C)OC(=O)N[C@@H](Cc1c[nH]c2ccccc12)c1nnc(SCC(N)=O)o1,-15,12,-25,8,1,-7,-4,4.7,-1,4,0
Cc1ccc(S(=O)(=O)N(C)c2ccc(OCC(=O)OCc3c(C)noc3C)cc2)cc1,-16,0,2,21,0,1,5,-3.0,-4,1,-8
COc1ccc(-c2cc(C(=O)NNC(=S)NC(=O)c3c(-c4ccccc4)noc3C)[nH]n2)cc1,-27,5,6,-43,2,-5,-8,-0.1,5,-29,21
O=C(Nc1ccccc1)c1nc[nH]c1C(=O)N1CCc2ccccc2C1,-26,-1,-12,-8,2,4,-5,0.8,2,1,1
CC(=O)Nc1ccc(NC(=O)CCC(=O)Oc2ccc(C)cc2)cc1,-17,4,-6,8,2,3,4,-0.5,-3,0,2

Quoted from above, 2 compounds:
Structure,NR2E3 ag-1,CF NFkB block,Shn3 3UTR inh,HIF-2a block,NR2E3 ag-2,MITF TRPM1 inh,Peg3 promoter,iPSC survival up,LMP1 NFkB inh,KKLEB cytotox,C8 TRAIL sens
COc1cc([C@@H]2c3cc4c(cc3[C@@H](O)[C@H]3COC(=O)[C@H]23)OCO4)cc(OC)c1O[Si](C)(C)C(C)(C)C,-40,24,5,3,-3,25,39,-2.7,6,5,16
CC(C)(C)OC(=O)N[C@@H](Cc1c[nH]c2ccccc12)c1nnc(SCC(N)=O)o1,-15,12,-25,8,1,-7,-4,4.7,-1,4,0

Following part:
Structure,NR2E3 ag-1,CF NFkB block,Shn3 3UTR inh,HIF-2a block,NR2E3 ag-2,MITF TRPM1 inh,Peg3 promoter,iPSC survival up,LMP1 NFkB inh,KKLEB cytotox,C8 TRAIL sens
COCCN(CC(=O)Nc1ccccc1C(F)(F)F)C(=O)/C=C/c1cc(Cl)c2c(c1)OCO2,11,-3,4,4,3,-1,16,-0.1,10,-2,-2
CO/N=C/c1ccc(N2CCCC2)c([N+](=O)[O-])c1,-22,-10,-49,-164,0,-26,-103,0.1,-11,5,8
Cc1ccc(-c2c(C(=O)N/N=C/c3cccs3)nnn2-c2nonc2N)cc1,-1,-2,2,7,2,4,0,0.3,4,4,14
CC1CCN(C(=O)c2ccc(CNS(=O)(=O)c3ccc(C(C)(C)C)cc3)cc2)CC1,-2,10,28,6,.,0,7,-1.6,4,-15,-11
O=C(NC(Cc1ccccc1)C(=O)N1CCCCC1)c1ccccc1 (centres undefined),-5,5,0,2,-2,10,-12,0.5,-3,-4,0
O=C(Nc1ccccc1Cl)OCc1cncs1,-37,8,8,-85,4,-20,-61,0.6,0,6,-28
CC1(C)Cc2c(sc(NC(=O)Cc3ccccc3)c2C#N)C(C)(C)N1,10,-4,-6,9,.,.,0,-1.1,-7,-8,-3
N#Cc1c(N)n(CCNC(=O)c2cccs2)c2nc3ccccc3nc12,-2,-11,-4,-21,0,5,8,0.7,2,10,-5
O=C(COC(=O)CNS(=O)(=O)c1ccc(Br)cc1Cl)NCCc1ccccc1,1,-8,-17,15,-3,14,17,0.4,-2,14,-19
CCc1cccc(NC(=O)Cn2cccc2)c1,-9,10,-4,-11,-2,-14,12,-2.8,-4,-6,9
CC(=O)Nc1cccc(C(=O)OCc2ccc([N+](=O)[O-])cc2)c1,-25,2,0,-11,4,-4,-4,0.2,-6,4,-1
COc1cc2nc(Nc3ccc(C)c(Cl)c3)nc(N)c2cc1OC,-16,-1,24,-19,-1,70*,114*,-0.5,9,-51*,38
Cc1ccc(CNC(=O)c2c(C)cc(=O)oc2C)cc1,-8,-9,-7,21,5,-9,-22,-0.4,-1,11,-6
COc1cc(/C=N/N2C(=O)CSC2=S)cc(Br)c1O,-11,20,4,8,.,15,4,-0.1,-6,-4,-15
O=C(NCCCN1CCOCC1)c1cc(-c2ccc(Br)cc2)nc2ccccc12,-16,-18,-6,-14,3,-3,-9,-0.3,-3,-19,-13
O=Cc1ccc(-c2ccccc2C(=O)O)o1,4,0,12,14,1,5,4,-0.6,-3,3,3
Cc1cc(C(=O)COC(=O)c2ccc(NC(=O)CC#N)cc2)c(C)n1CCc1ccc(F)cc1,-37,11,-5,-43,-2,0,-18,-2.2,-7,-6,-18
COc1ccc(N(CC(=O)N2CCCC2)S(C)(=O)=O)cc1,1,-9,-7,18,1,1,4,-0.5,-4,7,-3
CCOC(=O)Cn1c(=O)oc2cc(S(=O)(=O)N3CCN(c4ccccn4)CC3)ccc21,9,15,4,13,-1,.,3,2.5,0,-6,-10
Cn1c(SCc2cccc3ccccc23)nnc1-c1ccco1,-16,3,4,-33,1,-8,-26,0.0,-3,0,9
O=C(c1ccc(Br)o1)N(c1ccccn1)C1CCCCC1,12,2,-8,18,-2,-4,-2,3.7,-3,3,2
CSc1nnc(-c2ccc(O)cc2)n1C,10,4,7,-2,0,-10,11,5.7,-1,0,-11
O=C(COC(=O)c1ccccc1Oc1ccccc1)NC1CCS(=O)(=O)C1 (centres undefined),6,-2,-3,9,0,3,11,-0.9,3,-15,-4
COc1ccccc1-c1nc(S(=O)(=O)c2ccc(Cl)cc2)c(N(C)C)o1,-39,4,0,11,0,-4,17,-4.9,11,0,-7
Cc1cc(-c2n[nH]c(=S)n2Cc2ccco2)nn1C,13,-3,-37,1,6,-13,2,-0.1,-3,11,-10
Cc1cc(C)cc(N(C(=O)C2CCCC2)C2C=CS(=O)(=O)C2)c1 (centres undefined),-19,-1,3,7,1,4,8,-0.3,-10,5,1
Cc1ccc(C)c(S(=O)(=O)Nc2cc(SCC(=O)O)c(O)c3ccccc23)c1,44,81*,56,66*,-6,67*,97*,-3.6,1,-54*,43
O=c1c(-c2cccc3ccccc23)[n+]([O-])c2ccccc2n1O,-44,1,5,-8,-1,7,-5,0.8,3,-7,-27
CN(C)CCCN(C(=O)c1ccc(S(=O)(=O)N(C)C2CCCCC2)cc1)c1nc2ccc(F)cc2s1,-14,-12,-1,1,7,30,10,-0.4,-1,-2,23
CCN1CCN(C(=O)c2nn(-c3ccccc3)c(=O)c3ccccc23)CC1,9,10,-5,-16,2,-2,11,-0.7,-1,-1,-8
COc1ccc(/C=N/NC(=O)c2cc(O)c(O)c(O)c2)cc1Cn1cc([N+](=O)[O-])cn1,-17,9,-31,14,.,3,6,0.1,-16,1,-4
COc1ccc(-c2ccc(=O)n(Cc3ccccc3)n2)cc1,-23,-3,8,-103,4,-17,-34,0.1,-9,-7,15
COC(=O)C1Sc2[nH]c(=O)sc2C2c3ccccc3OC(=O)C12 (centres undefined),-21,-2,-35,18,0,1,-1,-0.6,-16,-18,3
Cn1nccc1C(=O)N1CCN(c2cccc(C(F)(F)F)c2)CC1,-1,-23,-2,-2,-1,-1,5,-0.6,7,23,10
Cc1nccn1CC(O)COc1ccc(Cl)cc1Cl (centres undefined),-3,14,9,19,6,-1,15,-0.5,4,-23,13
CC1=CC(=O)C(C(C)C)=C/C1=N\OC(=O)c1cccc2nc(C)oc12,-24,7,8,10,-3,2,3,-1.7,3,-2,2
C=CCc1cccc2cc(C(=O)N3CCN(C(=O)c4ccccc4)CC3)c(=O)oc12,-12,6,9,3,1,-11,6,-0.6,-3,2,-22
O=[N+]([O-])c1cc(S(=O)(=O)N2CCCC2)ccc1N/N=C1/CCCc2ccccc21,-20,17,26,14,2,-5,0,-0.4,7,-15,7
CCOC(=O)CC1C(=O)NCCN1c1nc2ccc(C)cn2c(=O)c1/C=C1\SC(=S)N(CC(C)C)C1=O (centres undefined),3,-126,-7,17,1,2,37,0.5,0,-3,8
COc1ccc(-n2c(SCC(=O)NCC3CCCO3)nc3n[nH]c(C)c3c2=N)cc1 (centres undefined),0,4,-3,10,0,5,12,-1.1,-2,-3,-1
C[C@@H]1CN([C@@H](C)CO)C(=O)CCCn2cc(nn2)CO[C@H]1CN(C)C(=O)OCc1ccccc1,-27,1,-12,1,.,.,-5,-0.4,10,-4,-19
